# Source: PubChem BioAssay
# FUS suppressor: FUS proteinopathy suppression in yeast; S. cerevisiae FUS-expressing, growth rescue, OD600, 24 h; Potency, µM (top dose mostly 76.6 µM), for the others: at the top dose growth rescue (activation), usual class: activators; actives 0.24% (n = 390,000); AID 1347120;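 also: potency is read from the fitted curve at half-maximal effect; plate controls were DMSO vehicle for no effect and reference control for full effect; nearly all actives have a fitted effect of over 55% in size; some results filed as inactive show a strong effect at the top dose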
#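 Steps: raffinose overnight preculture; dilution to OD 0.005 in 2% galactose minimal medium; compound addition (concentration series); 24hr at 30C, 99% humidity; absorbance read at 600 nm.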
# WRN inhibitor: blocks human WRN helicase | Q14191 | WRN helicase unwinding, fluorescent forked duplex, kinetic | Potency, µM (highest dose often 114 µM), inactives show at the top dose activity change, negative = inhibition, usual class: inhibitors | actives 0.46% (n = 360,000); also: potency is read from the fitted curve at half-maximal effect; % is scaled to controls: 0 for no effect and ±100 for the full control effect; nearly all actives have a fitted effect of over 55% in size
#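 WRN at 20 nM final preincubated with compound 15 min at room temperature; reaction started with 100 nM fluorophore/quencher forked duplex oligonucleotide and 2 mM ATP final. Unwinding followed kinetically by red fluorescence (ex 525, em 598 nm).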
# EPAC1 antag: EPAC1 (human) antagonism. actives 0.14% (n = 360,000). AID 720709. EPAC1 GEF assay, Rap1b-BODIPY-GDP exchange fluorescence. O95398. Potency, µM (doses to about 115 µM), inactives show at the highest dose activity change, negative = inhibition, actives largely listed as inhibitors;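 also: potency is read from the fitted curve at half-maximal effect; plate controls were vehicle for no effect and positive control for full effect; nearly all actives have a fitted effect of over 50% in size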
# Abeta yeast res: A-beta toxicity reversal in yeast; yeast expressing A-beta42, growth rescue, OD600, 48 h; response scale: 0% DMSO, 100% iron-clioquinol control; Potency, µM (highest dose often 46.1 µM), for the others: top-dose growth rescue, hits mostly activators; actives 0.063% (n = 410,000); AID 1347071; also: potency is read from the fitted curve at half-maximal effect; nearly all actives have a fitted effect of over 55% in size
#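 Growth rescue measured by 600 nm absorbance after 48 h yeast culture at 30 C with compound. Values normalized between DMSO and an equimolar ferric chloride plus clioquinol control.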
# EPAC1 agonist: agonists of human EPAC1 | EPAC1 agonist qHTS, biochemical assay; response scale: 100% = response to 6.5 mM cAMP | O95398 | actives 0.073% (n = 360,000) | Potency, µM (highest dose often 154 µM), for the others: at the highest dose activation, actives largely listed as activators; also: potency is read from the fitted curve at half-maximal effect; nearly all actives have a fitted effect of over 60% in size
#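 EPAC1 100 nM, Rap1B–BODIPY-GDP 250 nM, unlabeled GDP 50 uM; compound titration; 5 min RT; kinetic read ex480/em540 at 5-min intervals ×30 min; data normalized to 6.5 mM cAMP agonist control.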
# PI5P4K alpha inh: inhibitors of human PI5P4K alpha. P48426. PI5P4Kalpha enzyme, ADP-Glo luminescence, 60 min; stronger effect = lower value. max response, %. actives 1.2% (n = 330,000). AID 652105; active = max response of -50% or lower; inconclusive = between -30% and -50%; inactive = -30% or higher; also: value at the top dose of about 77 µM; % is scaled to controls: 0 for no effect and ±100 for the full control effect
# Target sequence (P48426 whole entry, looked up): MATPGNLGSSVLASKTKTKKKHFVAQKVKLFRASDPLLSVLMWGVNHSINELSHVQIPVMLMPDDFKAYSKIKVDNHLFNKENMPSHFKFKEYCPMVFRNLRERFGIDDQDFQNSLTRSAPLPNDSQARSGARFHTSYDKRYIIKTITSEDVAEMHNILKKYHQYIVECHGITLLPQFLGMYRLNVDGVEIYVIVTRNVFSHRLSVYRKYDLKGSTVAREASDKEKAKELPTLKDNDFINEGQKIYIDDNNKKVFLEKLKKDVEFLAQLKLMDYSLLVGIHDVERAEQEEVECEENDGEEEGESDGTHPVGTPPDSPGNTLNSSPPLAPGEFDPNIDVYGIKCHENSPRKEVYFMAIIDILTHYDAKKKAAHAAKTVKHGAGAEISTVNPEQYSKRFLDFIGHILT
#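 ADP-Glo luminescence end-point after a 60 min room-temperature kinase reaction. PI5P4Kalpha and substrate in HEPES pH 7.4 buffer with EGTA, 0.1% CHAPS and 5% DMSO; ATP at 5 microM final.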
# IL2 activator: IL-2 activation | AID 652025 | IL-2 activation reporter assay, cell-based qHTS; stimulated with anti-CD3/CD4/CD28 beads; in transgenic mouse T cells | activation, % (series mostly up to about 46 µM) | actives 0.065% (n = 360,000); in the data active = activation above about 50%; inconclusive = mostly about 30% to 49%; also: 0% is about no effect
#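 Quantitative HTS in unstimulated transgenic mouse T cells, with memory T cells as non-tolerant control and PMA/ionomycin as tolerance-bypass control. Compound pretreatment lasted 60 minutes before 18 h bead stimulation; EGFP/DsRed fluorescence read.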
# PLK1 PBD block: PLK1 (human) polo-box domain binding inhibition; Plk1 PBD binding of FITC phosphopeptide, fluorescence polarization; Potency, µM, without a hit: max response, negative = inhibition, hits mostly inhibitors; actives 2.8% (n = 360,000); also: potency is read from the fitted curve at half-maximal effect; series mostly up to about 57 µM; % is scaled to controls: 0 for no effect and ±100 for the full control effect; nearly all actives have a fitted effect of over 65% in size
# Target sequence (P53350 whole entry, looked up, the tested form may be a part): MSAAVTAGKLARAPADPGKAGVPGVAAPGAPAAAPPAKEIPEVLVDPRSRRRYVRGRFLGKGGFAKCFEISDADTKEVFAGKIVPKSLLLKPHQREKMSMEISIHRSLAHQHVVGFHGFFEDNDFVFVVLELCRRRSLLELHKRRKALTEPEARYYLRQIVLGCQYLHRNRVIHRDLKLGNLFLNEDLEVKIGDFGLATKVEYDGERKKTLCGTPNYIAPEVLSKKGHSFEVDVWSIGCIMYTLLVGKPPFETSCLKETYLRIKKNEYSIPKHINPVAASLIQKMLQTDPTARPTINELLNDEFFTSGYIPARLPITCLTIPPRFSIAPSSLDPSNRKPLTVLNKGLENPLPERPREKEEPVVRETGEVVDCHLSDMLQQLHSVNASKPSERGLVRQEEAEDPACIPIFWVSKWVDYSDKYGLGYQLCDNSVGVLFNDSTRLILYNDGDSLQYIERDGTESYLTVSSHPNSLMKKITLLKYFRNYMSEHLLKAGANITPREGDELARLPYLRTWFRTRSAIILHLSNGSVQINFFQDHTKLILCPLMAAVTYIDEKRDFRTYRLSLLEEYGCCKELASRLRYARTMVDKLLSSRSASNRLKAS
# Numbers without * were called inactive; ? = inconclusive; / = no result given; [ ] = remark or other dose. Unless noted, calls follow the shape of the dose curve; as a rule, active = well fitted curve in the direction sought with a large enough effect; inconclusive = small, poorly fitted or top-dose-only effect, or another doubt; inactive = no such curve, though single readings can be large; an effect the other way counts as inactive or inconclusive.
SMILES,FUS suppressor,WRN inhibitor,EPAC1 antag,Abeta yeast res,EPAC1 agonist,PI5P4K alpha inh,IL2 activator,PLK1 PBD block
Cc1ccc2nc(C)c(C(=O)NN=C3CCCCCC3)n2c1,-13%,-6%,?,-10%,7%,1,0.4,-17%
O=C(c1sccc1-c1ccccc1)N1CCN(S(=O)(=O)c2ccccc2)CC1,/,0%,-6%,4%,2%,-1,-3.5,6%
CC(=O)c1ccc(NC(=O)C(C)Sc2ccccn2)cc1 (stereo unspecified),23%,-2%[57.1 µM],-28%,13%,1%,-7,-1.3,-2%
C[C@@H]1COC(=O)[C@H](CC(=O)OC(C)(C)C)C/C=C\C[C@H](CC(=O)N(CCO)Cc2ccccc2)C(=O)N1,23%,10%,-4%,-7%,-4%,5,-0.3,-19%
c1ccc(Cn2c(SCc3nc4ccccc4s3)nnc2-c2ccco2)cc1,?,35µM*,?,16%,22%,-73*,0.0,21µM*
CC(=O)NC12CC3CC(C1)CC(C(=O)N1CCN(S(=O)(=O)c4ccc(C(C)C)cc4)CC1)(C3)C2,-2%,2%,4%,-4%,-6%,1,-0.7,-6%
CC12CCC(C(=O)N(NC(=O)c3ccccc3Cl)C1=O)C2(C)C (stereo unspecified),0%,-7%,-3%,5%,-5%,0,-3.2,-13%
COc1cccc(NC(=O)c2cc(-c3ccccn3)nc3ccccc23)c1,/,-2%,2%,-1%,-7%,4,-6.2,1%
Cc1nn(CC(=O)Nc2sc3c(c2C#N)CCC(C(C)(C)C)C3)c(C)c1[N+](=O)[O-] (stereo unspecified),29%,1%,5%,16%,9%,0,-2.4,?
O=C(CSc1nnc(-c2cccnc2)n1Cc1ccco1)Nc1cccc(O)c1,8%,7%,?,-12%,-1%,-14,-1.0,-6%
Cc1ncoc1C(=O)Nc1ncc([N+](=O)[O-])s1,39%,?,-17%,-38%,-1%,?,-0.4,?
CCc1ccc(S(=O)(=O)Nc2cc3c(cc2N2CCCCC2)n(C)c(=O)c(=O)n3C)cc1,8%,-7%[57.1 µM],-6%,7%,-10%,-3,-0.3,0%
COc1cc(CC2COC(=O)C2(O)Cc2ccc(O)c(OC)c2)ccc1O (stereo unspecified),-27%,-5%,-2%,2%,1%,-14,-4.0,-12%
CC(C)C(=O)Nc1ccc(C(=O)N2CCCCCC2)cc1,-6%,5%,11%,10%,-10%,2,1.6,-1%
O=C(Cc1ccccc1)NC1CCN(Cc2ccccc2)CC1,-2%,12%,-8%,0%,-5%,5,0.5,-7%
Cc1oc(-c2ccccc2Cl)nc1CSCC(=O)N1CCCC1,7%,-1%,-6%,1%,13%,-1,-1.6,3%
CCCOc1ccc(C2=CSC3=NCCN23)cc1Cl,-30%,-8%,-6%,-13%,-13%,0,-0.4,-12%
O=C(N/N=C/c1cccnc1)c1cc2ccccc2o1,-9%,5%,-9%,-22%,7%,1,-0.1,-26%
O=C(NCc1ccco1)c1sc2cccc(F)c2c1Cl,6%,-5%,10%,-8%,-5%,/,1.1,-9%
Cc1ccn2c(=O)c(C(=O)O)cnc2c1,?,7%,3%,?,3%,1,5.9,-7%
COc1ccc(S(=O)(=O)N2CCC(C(=O)N[C@@H](C)C(=O)NCc3ccccc3OC)CC2)cc1,12%,-1%,11%,-4%,8%,2,0.3,-4%
Cn1nc(C(F)(F)F)c2cc(C(=O)N3CCOCC3)sc21,1%,-4%,-3%,-4%,4%,1,-2.3,1%
COCC(=O)Nc1nc(-c2ccccc2)c(C)s1,8%,0%,0%,4%,-6%,/,-3.3,?
COc1ccc(S(=O)(=O)N(C)CC(=O)Nc2ccc3c(c2)OCO3)cc1,-3%,0%,12%,14%,-3%,/,-2.5,-2%
CCn1c(=O)c(C(=O)NNC(=O)c2cccc(Cl)c2)c(O)c2ccccc21,-8%,-2%[57.1 µM],-11%,-84%[inhibitor],0%,-12,-0.2,-2%

# The final two entries of the part above lead into the next.
SMILES,FUS suppressor,WRN inhibitor,EPAC1 antag,Abeta yeast res,EPAC1 agonist,PI5P4K alpha inh,IL2 activator,PLK1 PBD block
COc1ccc(S(=O)(=O)N(C)CC(=O)Nc2ccc3c(c2)OCO3)cc1,-3%,0%,12%,14%,-3%,/,-2.5,-2%
CCn1c(=O)c(C(=O)NNC(=O)c2cccc(Cl)c2)c(O)c2ccccc21,-8%,-2%[57.1 µM],-11%,-84%[inhibitor],0%,-12,-0.2,-2%
O=C(c1cccn2c(=O)c3cc(Cl)ccc3nc12)N1CCN(Cc2ccc3c(c2)OCO3)CC1,22%,-6%,9%,2%,3%,/,0.8,-3%
O=C(Nc1cc(Cl)cc(Cl)c1)C(c1ccccc1)N1CCCCC1 (stereo unspecified),/,-11%,-5%,14%,13%,19,-2.9,-1%
CCc1nc2ccc(C(=O)NCCCn3ccnc3)cn2c1N(C)C(=O)C1CCCCC1,-25%,-6%,0%,-14%,5%,0,0.3,0%
N#Cc1cc2c(nc1SCc1ccncc1)CCC2,-1%,-4%,9%,4%,8%,/,1.0,?
O=C(Nc1ccccn1)C1CCN(S(=O)(=O)c2cccc3nonc23)CC1,-16%,-29%[57.1 µM],12%,13%,0%,-10,-3.0,-8%
CCc1ccc(NC(=O)COC(=O)CN2C(=O)COc3ccccc32)cc1,1%,0%,-16%,23%,-4%,-6,0.6,-3%
Cc1ccc(C(=O)N2CCC(C(=O)Nc3cccc([N+](=O)[O-])c3)CC2)cc1,11%,-3%,-13%,-13%,-10%,1,-4.6,-4%
COCC(C)NC(=O)NC1(C(F)(F)F)Oc2ccc(Cl)cc2O1 (stereo unspecified),19%,-4%,-5%,12%,-3%,-5,-2.6,-12%
COc1ccc(N/C=C2\C(=O)c3c(sc(C)c3C)N(C)S2(=O)=O)cc1,0%,-26%,1%,10%,-4%,4,0.8,-1%
CCN(CC)CCNC(=O)C1(O)c2cc(Br)ccc2NC(=O)N1c1cccc(OC)c1 (stereo unspecified),-23%,8%,3%,14%,1%,-3,-3.9,1%
COc1ccc(OC)c(NC(=O)c2cc3ccccc3cc2OC)c1,9%,-10%,-8%,-1%,5%,0,-2.0,-6%
Cc1ccc(C(C)C)c(OCc2ccc(C(=O)N/N=C/c3ccc(O)c(O)c3)cc2)c1,21%,-18%,?,-29%,13%,-27,-0.8,-1%
Cn1cc(S(=O)(=O)NCc2ccc(Cl)cc2)c(=O)n(C)c1=O,18%,-3%,6%,-20%,-6%,7,-2.7,-5%
CCN1CCN(C(=S)Nc2ccc(Cl)c(Cl)c2)CC1,/,0%,-2%,1%,-7%,-3,-1.1,-21%
COc1ccccc1CNC(=O)CCCNS(=O)(=O)c1cccc2nsnc12,-5%,-1%,5%,-4%,2%,-2,-1.9,-8%
Cc1nc(NC(=O)CN2CCN(c3cccc(Cl)c3)CC2)sc1C(=O)N(C)C,-2%,4%,?,-12%,-3%,-1,0.7,-7%
CCOc1ccccc1NC(=O)c1ccccc1-c1ccccc1,11%,-1%,-14%,-2%,3%,3,-4.7,2%
COc1ccc(C)cc1-n1nc2ccccc2n1,-30%,2%,-24%,1%,4%,2,1.2,-8%
O=C(NC(=S)Nc1ccccc1N1CCOCC1)c1cccs1,12%,-6%,-4%,-21%,3%,2,-0.2,0%
Cc1ccccc1-c1nc(S(=O)(=O)c2ccc(Br)cc2)c(NCc2cccnc2)o1,35%,-3%,10%,0%,10%,/,-1.5,-7%
COc1cccc(/C=C/C(=O)N2CCN(c3n[nH]c(=O)[nH]c3=O)CC2)c1OC,34%,1%,2%,15%,-4%,-8,0.1,-18%
O=C(OCc1nc2ccccc2s1)c1ccccc1O,17%,2%,-3%,-17%,9%,16,-0.3,-20%
O/N=C(/Cc1ccccn1)c1ccccc1,15%,2%,13%,-11%,9%,2,2.2,-4%
CCc1nc(N)nc2c1C(=O)CC(C)(C)C2,26%,-13%,-7%,-24%,6%,/,-3.1,-4%
COc1cc(OC)c(NC(=O)Cc2ccc(OC)c(S(=O)(=O)N3CCOCC3)c2)cc1Cl,19%,-21%,2%,4%,3%,5,-4.1,-4%
COc1ccc([C@H](C)NC[C@H](O)c2ccc(O)c(NC=O)c2)cc1,-15%,5%,2%,1%,-10%,-2,-0.2,0%
COc1ccc(COC(=O)CCN=C2NS(=O)(=O)c3ccccc32)cc1F,-2%,4%,5%,3%,-4%,12,-3.4,-1%

# Full records, looked up by structure.
# `O=C(NC(=S)Nc1ccccc1N1CCOCC1)c1cccs1` across the screens: FUS suppressor = 12%; WRN inhibitor = -6%; EPAC1 antag = -4%; Abeta yeast res = -21%; EPAC1 agonist = 3%; PI5P4K alpha inh = 2; IL2 activator = -0.2; PLK1 PBD block = 0%
# `CCOc1ccccc1NC(=O)c1ccccc1-c1ccccc1` across the screens: FUS suppressor = 11%; WRN inhibitor = -1%; EPAC1 antag = -14%; Abeta yeast res = -2%; EPAC1 agonist = 3%; PI5P4K alpha inh = 3; IL2 activator = -4.7; PLK1 PBD block = 2%

# Of the compounds above, these contain two or more sulfur atoms:
SMILES,FUS suppressor,WRN inhibitor,EPAC1 antag,Abeta yeast res,EPAC1 agonist,PI5P4K alpha inh,IL2 activator,PLK1 PBD block
O=C(c1sccc1-c1ccccc1)N1CCN(S(=O)(=O)c2ccccc2)CC1,/,0%,-6%,4%,2%,-1,-3.5,6%
c1ccc(Cn2c(SCc3nc4ccccc4s3)nnc2-c2ccco2)cc1,?,35µM*,?,16%,22%,-73*,0.0,21µM*
COc1ccc(N/C=C2\C(=O)c3c(sc(C)c3C)N(C)S2(=O)=O)cc1,0%,-26%,1%,10%,-4%,4,0.8,-1%
COc1ccccc1CNC(=O)CCCNS(=O)(=O)c1cccc2nsnc12,-5%,-1%,5%,-4%,2%,-2,-1.9,-8%
O=C(NC(=S)Nc1ccccc1N1CCOCC1)c1cccs1,12%,-6%,-4%,-21%,3%,2,-0.2,0%
